# Nrf2 block: Nrf2 pathway inhibition. A549 ARE-Fluc reporter, luciferase luminescence, 18-24 h. Potency, µM (titrated, usually from 46 µM), for the others: top-dose activity change, negative = inhibition, actives largely listed as inhibitors. 2.1% of 360,000 active. AID 504444; note: potency is the fitted concentration of half-maximal effect; % is set by controls: 0 for no effect and ±100 for the full control effect; nearly all actives have a fitted effect of over 60% in size
#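 Cells were seeded and rested 2 h, then exposed to compounds for 18-24 h. CellTiter-Fluor was read first as a viability measure. BugLite was added 15 min before the final luminescent read of ARE-luciferase activity in A549 cells.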
# MmCpn inh: inhibitors of Methanococcus maripaludis chaperonin (MmCpn) | Potency, µM (series often up to 76.9 µM), without a hit: at the top dose activity, negative = inhibition, hits mostly inhibitors | purified Mm-Cpn ATPase, ADP Transcreener TR-FRET | AID 504842 | 0.031% of 330,000 active; note: potency is the fitted concentration of half-maximal effect; % is set by controls: 0 for no effect and ±100 for the full control effect; nearly all actives have a fitted effect of over 80% in size
#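 Inhibition of chaperonin ATP hydrolysis is measured as reduced ADP production, detected by competitive TR-FRET in which signal falls with ADP. Final enzyme 25 nM and ATP 10 uM, reacted 30 min at 37°C.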
# Akt phos inh: blocks phosphorylation of Akt. Neuro2A IGF-stimulated pAkt S473 HTRF, 20 min; hits give low values. activity change, % for hits at 50 µM. 0.32% of 360,000 active; in the data active = activity change below about -80%; inconclusive = mostly about -51% to -80%; note: % is set by controls: 0 for no effect and ±100 for the full control effect
#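 Neuro2A cells (4,500/well, DMEM with 0.5% FBS) were treated with compound at a single 50 µM final concentration, stimulated with 6 nM IGF for 20 min at 37 °C, and lysed. Phospho-Akt Ser473 was read by HTRF as 665/615 ratio ×10^4.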
# CCT modulator: changes cytosolic chaperonin activity; purified chaperonin ATPase assay, HTRF ADP detection, 30 min; activity change, % (concentration not given with the values), hits read low; 0.3% of 360,000 active; AID 651819; in the data active = activity change below about -30%; note: % is set by controls: 0 for no effect and ±100 for the full control effect
#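 TRiC (40 or 20 nM final, by batch activity) in 30 mM Tris pH 7.4, 100 mM KCl, 5 mM MgCl2, 1 mM DTT was treated with compound at 76 uM single dose, then 10 uM ATP, 30 min at 37 °C. ADP was read by HTRF Transcreener.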
# Nrf2 activator: activators of Nrf2 (ARE) signaling | 0.31% of 410,000 active | AREc32 ARE-luciferase reporter (MCF7-derived line), luminescence, 24 h | AID 624171 | Potency, µM (top dose mostly 46.1 µM), without a hit: at the highest dose activation, most hits filed as activators; note: potency is the fitted concentration of half-maximal effect; % of control where 0% means no effect; nearly all actives have a fitted effect of over 65% in size
#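 ARE activation measured as luciferase luminescence (Steady-Glo, 30 min RT) in AREc32_Fluc cells after 24 hr compound exposure at 37 deg C, 5% CO2; cells seeded overnight at 1000/well in OPTI-MEM, 5% FBS.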
# A549 tox: kills or reduces viability of A549 cells in Nrf2 counter-screen. A549 ARE-Fluc cells, CellTiter-Fluor viability, 18-24 h. AID 504648. Potency, µM (highest dose often 46 µM), without a hit: top-dose activity change, negative = cytotoxicity, usual class: inhibitors. 0.16% of 390,000 active; note: potency is the fitted concentration of half-maximal effect; % is set by controls: 0 for no effect and ±100 for the full control effect
#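 A549 ARE-Fluc cells in 5% FBS OPTI-MEM, 5000 cells/well, rested 2 h then exposed to compounds in concentration-response for 18-24 h at 37 °C. Viability by CellTiter-Fluor fluorescence (Ex 405/Em 525) after 30 min; luciferase luminescence (BugLite, 15 min, RT) read afterwards.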
# HepG2 tox: HepG2 cytotoxicity, counter-screen for TGF-b inhibitors; HepG2 CAGA-GFP viability, ATP luminescence, 18 h; Potency, µM (top dose mostly 46.1 µM), for inactives: at the highest dose activity change, negative = cytotoxicity, usual class: cytotoxic; 0.76% of 410,000 active; note: potency is the fitted concentration of half-maximal effect; some results filed as inactive show a strong effect at the top dose
#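 CellTiter-Glo luminescence gave cytotoxicity after 18 hours at 37 degrees C. The cells were HepG2 CAGA-GFP in 1% FBS DMEM, stimulated with 500 pg/mL TGF-beta after compound addition. %Activity was normalised to no-cell wells (complete cell-killing) and DMSO (no toxicity), and curves were fitted and classified.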
# TGFb inhibitor: inhibitors of TGF-b signaling. HepG2 CAGA-GFP TGF-b/SMAD3 reporter, GFP fluorescence, 18 h; TGF-beta stimulated, 500 pg/mL final. Potency, µM (highest dose often 46.1 µM), for inactives: at the top dose activity, negative = inhibition, actives largely listed as inhibitors. 1.2% of 410,000 active. AID 588855; note: potency is the fitted concentration of half-maximal effect; % is set by controls: 0 for no effect and ±100 for the full control effect; nearly all actives have a fitted effect of over 65% in size
#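 TGF-beta reporter screen: HEPG2 CAGA-GFP, 1% FBS, 500 pg/mL TGF-beta final, 18 h; per-cell GFP summed per well; curves fitted and categorized by class.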
# ATXN viability: reduces viability in counter-screen for ATXN expression inhibitors; S2 cells (HEK-293 line with an ATXN2-luciferase reporter) viability, CellTiter-Fluor protease fluorescence, 24 h; Potency, µM (doses to about 56.7 µM), actives largely listed as cytotoxic; 0.49% of 400,000 active; note: potency is the fitted concentration of half-maximal effect; nearly all actives have a fitted effect of over 40% in size
# * = called active by the depositor; i = inactive; ? = inconclusive; nt = no result given; & = joins results of further samples; [ ] = dose if it differs, or a comment. Unless noted, calls come from the whole dose curve; as a rule, active = well fitted curve in the direction sought with a large enough effect; inconclusive = small, poorly fitted or top-dose-only effect, or another doubt; inactive = no such curve, though single readings can be large; an effect the other way counts as inactive or inconclusive.
SMILES | Nrf2 activator | ATXN viability | HepG2 tox | Nrf2 block | A549 tox | CCT modulator | TGFb inhibitor | MmCpn inh | Akt phos inh
O=C(CN1CCCc2ccccc21)N/N=C/c1ccc(O)cc1O | -0.7% | i | -6% | -18% | -1% | -1.1 | -11% | 1% | i
Cc1nn(CC2CC2)c(=O)n1-c1ccccc1 | 0.5% | i | 2% | 10% | -4% | -2.2 | ? | 2% | i
COc1ccc2nc(N3CCN(C(=O)c4ccc5ncsc5c4)CC3)sc2c1 | 0.0% | i | 2% | ? | 2% | -0.2 | -2% | 0% | i
COc1ccc(C(O)c2ncc(-c3ccccc3F)[nH]2)cc1 (stereo unspecified) | 3.6% | i | -6% | nt | nt | 0.4 | 14% | nt | i
COc1cc(NC(=O)CN2CCN(S(=O)(=O)c3ccc(Br)cc3)CC2)cc(OC)c1 | 0.1% | i | 4% | ? | -1% | nt | -2% | nt | nt
COc1ccccc1/C=N/NC(=O)CNC(=O)c1ccccc1 | 2.8% | i | -12% | 6% | -1% | -3.2 | -8% | 2% | i
Cc1cc(=O)oc2c3c(cc(OCC(=O)NCC(=O)O)c12)OC(C)(C)CC3 | -0.1% | i | 1% | -14% | -7% | 0.7 | 11% | -5% | i
O=C1C(Cl)=C(NCC2CCCO2)C(=O)N1c1ccccc1 (stereo unspecified) | 7.2% | i | -19% | -2% | nt | -0.8 | 0% | 2% | i
CN1CCN(NC(=O)c2cc(S(=O)(=O)N3CCOCC3)c(Cl)cc2Cl)CC1 | -0.3% | i | 8% | -8% | 0% | 0.2 | 18% | -1% | i
Cc1nnc(NC(=O)CCSc2ccc(Cl)cc2)s1 | 0.0% | i | 5% | 1% | -3% | -0.8 | 8% | 2% | i
CCSc1nnc(N(CCC#N)CCC#N)s1 | -0.5% | i | 1% | 2% | 3% | 3.9 | -2% | -5% | i
O=C1CCCCCC1C1(O)C(=O)Nc2ccc(Br)cc21 (stereo unspecified) | 0.1% | ? | 4% | 7% | 0% | -0.4 | 0% | -5% | i
O=C(C[C@H]1C/C=C\CC[C@@H](Cc2ccc(F)cc2)C(=O)O[C@@H](c2ccccc2)CNC1=O)N[C@H](CO)Cc1ccccc1 | 8.0% | ? | -38% | 1% | -5% | -0.1 | ? | 3% | i
CCOC(=O)c1sc(NC(=S)NC(=O)c2ccccc2)nc1C | 27% | i | -51% | ? | -8% | -0.9 | -6% | -6% | i
COc1cccc(-c2cc3nc(NCc4ccccc4F)n(C)c(=O)c3s2)c1 | 4.6% | i | -26% | nt | nt | -1.5 | -22% | nt | i
CC(C)N(C(=O)CSc1nnc(NC(=O)c2cccs2)s1)C(C)C | 0.0% | i | -3% | 23% | 12% | -1.0 | -6% | -2% | i
CCOC(=O)c1c(-c2ccc(Br)cc2)csc1NC(=O)c1ccccc1F | -0.2% | i | -15% | 4% | 7% | nt | 2% | nt | nt
COc1cc(F)c(S(=O)(=O)N2CCOc3ccccc32)cc1OC | -0.3% | i | -3% | -11% | 10% | -1.9 | -5% | 5% | i
COCCCN=CC1=C(O)CC(c2ccccc2)CC1=O (stereo unspecified) | 1.8% | i | 12% | 0% | 1% | 2.1 | 9% | 0% | i
C=CCN(CC=C)C(=O)Nc1cc(OC)ccc1OC | 0.6% | i | 6% | -2% | -13% | 0.2 | 1% | 2% | i

# The closing three records of the section before lead into the next.
SMILES | Nrf2 activator | ATXN viability | HepG2 tox | Nrf2 block | A549 tox | CCT modulator | TGFb inhibitor | MmCpn inh | Akt phos inh
COc1cc(F)c(S(=O)(=O)N2CCOc3ccccc32)cc1OC | -0.3% | i | -3% | -11% | 10% | -1.9 | -5% | 5% | i
COCCCN=CC1=C(O)CC(c2ccccc2)CC1=O (stereo unspecified) | 1.8% | i | 12% | 0% | 1% | 2.1 | 9% | 0% | i
C=CCN(CC=C)C(=O)Nc1cc(OC)ccc1OC | 0.6% | i | 6% | -2% | -13% | 0.2 | 1% | 2% | i
CCOC(=O)C1=CCN(S(=O)(=O)c2ccccc2F)C1c1cccc(Cl)c1 (stereo unspecified) | 12% | ? | -18% | nt | nt | 1.9 | 11µM* | nt | i
CC(C)CCOc1ccc(Cn2c(=O)oc3ccccc32)cc1 | 0.0% | i | -2% | 9% | 2% | nt | 1% | nt | nt
O=C(CN1C(=O)NC2(CCCC2)C1=O)Nc1cc(Cl)ccc1Oc1ccccc1 | -0.5% | i | -10% | -15% | -3% | -1.1 | -5% | 1% | i
Cc1ccc(Cl)cc1NC(=O)C(=O)NCC(c1cccnc1)N1CCc2ccccc21 (stereo unspecified) | 0.3% | nt | -20% | ? | -9% | nt | ? | nt | nt
COc1ccc(-c2cnnn2-c2ccc(NC(=O)c3ccccc3OC)cc2)cc1 | 0.4% | nt | -9% | nt | -2% | nt | ? | nt | nt
O=C(C1CCN(c2nc(-c3ccccc3)nc3c2CCC3)CC1)N1CCC(O)CC1 | -0.2% | i | -17% | ? | -7% | 1.1 | 22% | -2% | i
CCOC(=O)c1cc(NC(=O)c2cccnc2)ccn1 | 0.4% | i | -6% | 5% | -8% | -3.7 | -3% | nt | i
O=C(Nc1nnc([C@@H]2C[C@H](O)[C@@H](CO)O2)s1)Nc1cccc2ccccc12 | 11% | i | -2% | nt | nt | -0.8 | 2% | nt | nt
CCCn1c(C)cc(C(=O)COC(=O)c2c(C)nn(-c3ccccc3)c2C)c1C | 2.1% | i | -22% | nt | -2% | 2.4 | 3% | 3% | i
COc1ccc(OCc2nnc3n2N=C(c2ccccc2)C(CC(=O)O)S3)cc1 (stereo unspecified) | -0.8% | i | -21% | 5% | 12% | -8.6 | 0% | 1% | i
Cc1ccc(CNC(=O)c2cn(C3CCCCC3)c(=O)c3c2c2ccccc2n3C)o1 | ? | i | -9% | -15% | -5% | 0.0 | -9% | -1% | i
Cc1nc2c(=O)n(-c3cccc(C(F)(F)F)c3)nc(C)c2s1 | -0.9% | i | 0% | -15% | -2% | 0.1 | -17% | -1% | i
CSc1ncc2c(n1)-c1ccccc1N(Cc1ccccc1)S2(=O)=O | -0.3% | i | -1% | ? | 16% | nt | -4% | nt | nt
CC(=O)Nc1cccc(C(=O)OC(C)C(=O)Nc2ccc(S(=O)(=O)N3CCCC3)cc2)c1 (stereo unspecified) | 1.0% | i | 4% | 13% | -1% | -0.1 | ? | -2% | i
CCOc1c(Nc2ccccc2O)c(=O)c1=O | 6.3% | i | 0% | -4% | -12% | -11 | -15% | -2% | i
CCOC(=O)CSc1nc(N(C)C)nc(N(C)C#N)n1 | 9.2% | ? | 6% | nt | 3% | 0.3 | -29% | 0% | i
C/C(Cl)=C/Cn1c(N2CCCC2)nc2c1c(=O)[nH]c(=O)n2C | -1.1%[9.22 µM] | i | -2% | -14% | -7% | 1.2 | -3% | 2% | i
O=C(CSc1nccc(=O)[nH]1)N1c2ccccc2CCc2ccccc21 | 0.1% | i | -4% | 2% | -9% | -4.4 | 0% | 1% | i
CC(C)C(NC(=O)c1ccc(F)cc1)C(=O)NCC1CCCO1 (stereo unspecified) | 0.2% | i | -1% | 8% | 2% | 1.5 | 20% | 4% | i
c1coc(CNc2ncnc3nc[nH]c23)c1 | -0.5% | i | 8%&16% | 9% | -7% | -2.4 | 0%&-7% | 0% | i

# (listing goes on)
SMILES | Nrf2 activator | ATXN viability | HepG2 tox | Nrf2 block | A549 tox | CCT modulator | TGFb inhibitor | MmCpn inh | Akt phos inh
O=C(COc1ccccc1Cl)Nc1nc(-c2ccncc2)cs1 | 0.7% | ? | -5% | ? | 0% | 9.6 | -15% | -2% | i
C/C(Cl)=C/CN1C(=O)C2C3C=CC(C3)C2C1=O (stereo unspecified) | -0.9% | i | -4% | -15% | -2% | -0.7 | -1% | 1% | i
COc1ccc(NC(=O)COC(=O)C2CCCN2C(=O)OC(C)(C)C)cc1Cl (stereo unspecified) | 0.0% | i | 1% | nt | nt | -0.5 | 1% | nt | i
CCOc1ccc(NC(=O)N(C2CCCCC2)C2CCN(C(C)=O)CC2)cc1 | 0.0% | i | 8% | 19% | -1% | 0.2 | 9% | nt | i
Cc1ccc(SCCN2CCC(C)CCC2=O)cc1 (stereo unspecified) | 1.0% | i | -14%&-27% | 30% | 0% | 0.3 | ? | -1% | i
Cc1cc(C)nc(SCc2ccc(C(=O)O)o2)n1 | -0.1% | i | 9% | -3% | 10% | -2.7 | -1% | -1% | i
O=C(Cc1ccccc1)N/N=C/c1cc(Br)cc(Br)c1O | -0.6% | i | -20% | ? | 2% | -0.8 | 0% | 1% | i
CCC(NC(=O)c1cc(COc2ccc(OC)cc2Cl)on1)c1ccncc1 (stereo unspecified) | 4.1% | i | -19% | 7% | -3% | -2.5 | -11% | 3% | i
CC(=O)c1ccc(N2CCN(C(=O)CCn3cnc4onc(-c5ccc(F)cc5)c4c3=O)CC2)cc1 | -1.4% | i | 8% | ? | 1% | nt | 3% | nt | nt
Cc1cc(C)c2c(N)c(C(=O)c3cccc(Cl)c3)sc2n1 | ? | i | -4% | 12% | -15% | -4.0 | 8% | 0% | i
COCCCNC(=O)c1cccc(C(=O)NCCCOC)c1 | -0.5% | i | -16% | -7% | -4% | -0.1 | 1% | 0% | i
COc1ccc(C(c2nnnn2CC2CCCO2)N2CCN(c3cccc(C)c3C)CC2)cc1 (stereo unspecified) | 2.4% | i | -5% | nt | -2% | -2.1 | -7% | -5% | i

# Source: PubChem BioAssay (National Center for Advancing Translational Sciences (NCATS))
